Statin myotox sup – suppressors of simvastatin-induced myotoxicity in C2C12 myotubes. ATP luminescence, 48 h; scaled: DMSO 0, geranylgeraniol control 100. rescue of ATP level, % at 7.49 µM. hit rate 0.78% among 330,000. AID 602340;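 active means mean ATP rescue above about 67%, or every replicate alone reaching that limit, limit read from the data, passing the limit was not always enough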;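 further: myotubes were challenged with 10 µM simvastatin during compound exposure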
S100A4 MyoIIA – inhibitors of human S100A4 binding to myosin IIA peptide; P26447; S100A4/TAMRA-MyoIIA peptide fluorescence polarization; inhibition, % at 10.7 µM; hit rate 0.14% among 360,000; AID 652163;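 active means mean inhibition of at least 70% across replicates, with every replicate also reaching that level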
Target sequence (P26447 whole entry, looked up): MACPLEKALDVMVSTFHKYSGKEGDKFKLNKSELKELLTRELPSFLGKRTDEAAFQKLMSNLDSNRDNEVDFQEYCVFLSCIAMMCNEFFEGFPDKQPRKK
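Test system: S100A4 monomer protein; Medium: HEPES pH 7.2 with CaCl2, KCl, NaCl, DTT, Triton; Probe or stimulus: TAMRA-labelled myosin IIA heavy-chain peptide probe, 5 nM; Doses: one dose per compound; Times: polarization read 5 min after assay mix addition, stable 5–60 min; Benchmarks: neutral control DMSO, positive control TFP.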
SIRT5 block – sirtuin-5 (human) deacylase inhibition. Q9NXA8. Purified SirT5, succinyl-peptide AMC, trypsin-coupled fluorescence. inhibition, % at 15 µM. hit rate 1.1% among 330,000. AID 652115; in the data active means inhibition above about 15%
ERAP1 HTS inh – blocks human ERAP1 aminopeptidase activity; recombinant ERAP1, Leu-AMC fluorescence, 60 min; Q9NZ08; hit rate 0.15% among 340,000; inhibition, % at 10.7 µM;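 active means mean replicate inhibition of at least 30%, or all replicates individually reaching that 30% level; inactive means mean below 30% and not every replicate reaching it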;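 further: 0% = neutral control wells and 100% = L-leucinethiol positive control wells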
Target sequence (Q9NZ08 whole entry, looked up): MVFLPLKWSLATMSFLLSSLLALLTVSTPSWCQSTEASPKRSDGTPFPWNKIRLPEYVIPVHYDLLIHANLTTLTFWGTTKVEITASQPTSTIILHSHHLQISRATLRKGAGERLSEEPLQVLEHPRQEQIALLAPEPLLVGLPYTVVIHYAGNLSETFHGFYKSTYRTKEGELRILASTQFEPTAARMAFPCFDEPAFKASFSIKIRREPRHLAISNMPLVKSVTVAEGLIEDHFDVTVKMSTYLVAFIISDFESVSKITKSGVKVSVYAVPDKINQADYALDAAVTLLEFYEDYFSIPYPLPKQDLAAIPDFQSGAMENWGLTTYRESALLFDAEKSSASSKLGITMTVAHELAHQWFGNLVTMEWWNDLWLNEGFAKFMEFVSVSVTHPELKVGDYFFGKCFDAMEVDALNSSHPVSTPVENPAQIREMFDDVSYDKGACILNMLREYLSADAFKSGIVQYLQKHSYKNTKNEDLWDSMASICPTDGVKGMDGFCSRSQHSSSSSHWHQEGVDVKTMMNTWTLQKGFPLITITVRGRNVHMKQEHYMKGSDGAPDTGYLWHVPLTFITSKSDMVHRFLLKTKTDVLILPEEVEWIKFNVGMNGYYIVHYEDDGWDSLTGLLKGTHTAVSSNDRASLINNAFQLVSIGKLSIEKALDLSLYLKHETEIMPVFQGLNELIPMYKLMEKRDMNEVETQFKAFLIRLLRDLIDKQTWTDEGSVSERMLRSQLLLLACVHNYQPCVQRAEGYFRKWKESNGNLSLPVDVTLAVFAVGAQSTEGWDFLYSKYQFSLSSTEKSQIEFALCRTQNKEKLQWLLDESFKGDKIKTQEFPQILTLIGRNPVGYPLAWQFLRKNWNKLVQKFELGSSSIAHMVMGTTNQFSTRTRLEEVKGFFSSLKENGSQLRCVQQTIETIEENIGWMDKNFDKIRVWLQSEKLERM
Xi reactivation – reactivates the inactive X chromosome in mouse fibroblasts. XiGFP mouse fibroblasts, % GFP-positive cells imaging, 3 d; cells co-treated with 5-aza-dC sensitizer; scaled so ellipticine positive control = 100%. activation, % at 7.58 µM. hit rate 0.055% among 360,000. AID 743238;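 active means mean normalized replicate activation at least 10% and every replicate at or above 10%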;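 further: 0% = median of on-plate neutral control wells and 100% = ellipticine 6 µM median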
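assay system = SV40-immortalized XiGFP fibroblast cells, line 68-5-11 | buffer or medium = DMEM plus 5-aza-dC sensitizer | doses = single-point pinned compound dosing | times = 3-day compound exposure, then 15 min fixation at room temperature | benchmarks = positive control ellipticine, 6 µM final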
PGC1a acetyl inh – lowers PGC1a acetylation signal in U2OS cells; AlphaScreen anti-acetyl-lysine; with virally co-expressed GCN5 acetyltransferase; inhibition, % at 15.6 µM; hit rate 0.17% among 350,000; AID 651687;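 active means every replicate shows inhibition of at least 40%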;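 further: 0% = neutral control wells and 100% = positive control wells; some results beyond the cut were filed as inactive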
Cneo AK release – Cryptococcus neoformans lysis via adenylate kinase release; C. neoformans lysis, adenylate kinase release luminescence, 4 h; normalised: neutral wells 0, clomiphene wells 100; lysis activity, % at 15 µM; hit rate 0.2% among 360,000;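 active means mean lysis activity across replicates of at least 80%, whatever share of replicates individually reach that level; inactive means mean lysis activity below 80%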
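Material – Cryptococcus neoformans yeast cells · Quantity – 5 × 10^6 yeast cells/mL · Buffer or medium – YPD medium · Compound – single dose · Timing – 4 h static compound exposure, 37 °C, read 1 h post-reagent · Signal – adenylate kinase release luminescence · Read-out basis – lysis from increased AK signal · Benchmarks – Clomiphene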
LGR2 antag – inhibitors of bursicon-induced Drosophila LGR2 receptor cAMP signaling; AID 720647; inhibition, % at 9.99 µM; hit rate 0.35% among 380,000; HEK293 LGR2, CRE-luciferase, bursicon-stimulated, 4 h;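 active means drop in luminescence signal, shown as inhibition above about 50% in the replicate tests, limit read from the data, passing the limit was not always enough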;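 further: agonist challenge used bursicon conditioned medium at about half maximal strength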
Starred values were filed as active, the others as inactive; · = no result given. The list is partial; rates above refer to the full screens.

SMILES	Statin myotox sup	S100A4 MyoIIA	SIRT5 block	ERAP1 HTS inh	Xi reactivation	PGC1a acetyl inh	Cneo AK release	LGR2 antag
C[C@H](CO)N1C[C@H](C)[C@H](CN(C)CC2CCCCC2)OCCCC[C@H](C)Oc2ccc(NC(=O)NC3CCCCC3)cc2C1=O	-137	·	·	·	0.1	-2	49	32
CO[C@@H]1CN(C)C(=O)c2cc(NC(C)=O)ccc2OC[C@H](C)N(CCc2ccccc2)C[C@H]1C	4	9	4	-1	-0.3	6	-6	5
CC(=O)c1cccc(NC(=O)/C(=C\c2ccco2)NC(=O)c2ccco2)c1	0	-3	3	3	0.0	1	-7	9
Cc1ccc(S(=O)(=O)N2[C@H](CC(=O)c3ccc(Cl)c(Cl)c3)OC[C@@H]2C(C)C)cc1	·	3	-1	1	0.0	·	·	-20
Cc1ccc(Cl)cc1N1CCN(C(=O)C(=O)N2CCCCC2)CC1	-3	-1	-1	-1	0.2	4	0	·
O=C(Cn1c(=O)oc2ccccc21)Nc1ccccc1C(F)(F)F	-3	2	-3	1	0.0	-1	-4	-9
CCc1cc(=O)oc2cc(C)cc(OCC(=O)NC(Cc3ccc(Cl)cc3)C(=O)O)c12 (configuration not stated)	-8	0	-21	-2	·	34	-1	-12
CCn1c(C)cc2c(c1=O)C(c1ccccc1)C(C(=O)OC)=C(N)O2 (configuration not stated)	-22	-7	·	·	·	-3	-3	·
CCC(=O)Nc1cccc(NC(=O)c2ccc(Br)cc2)c1	·	2	-8	6	0.0	·	·	-17
CCOC(=O)c1oc2cc(C)cc(C)c2c1C	·	-6	-6	·	0.2	·	·	-5

One compound at a time, from the list above. Order of values: Statin myotox sup	S100A4 MyoIIA	SIRT5 block	ERAP1 HTS inh	Xi reactivation	PGC1a acetyl inh	Cneo AK release	LGR2 antag
Record of CCn1c(C)cc2c(c1=O)C(c1ccccc1)C(C(=O)OC)=C(N)O2 (configuration not stated) : -22	-7	·	·	·	-3	-3	·
Record of Cc1ccc(S(=O)(=O)N2[C@H](CC(=O)c3ccc(Cl)c(Cl)c3)OC[C@@H]2C(C)C)cc1 : ·	3	-1	1	0.0	·	·	-20
Record of CO[C@@H]1CN(C)C(=O)c2cc(NC(C)=O)ccc2OC[C@H](C)N(CCc2ccccc2)C[C@H]1C : 4	9	4	-1	-0.3	6	-6	5
Record of CCc1cc(=O)oc2cc(C)cc(OCC(=O)NC(Cc3ccc(Cl)cc3)C(=O)O)c12 (configuration not stated) : -8	0	-21	-2	·	34	-1	-12

Next section.
SMILES	Statin myotox sup	S100A4 MyoIIA	SIRT5 block	ERAP1 HTS inh	Xi reactivation	PGC1a acetyl inh	Cneo AK release	LGR2 antag
COc1ccc(OC)c(CNS(=O)(=O)c2cc(-c3cc(C)no3)ccc2OC)c1	4	-2	0	-4	0.0	51*	-1	5
COc1ccccc1Cc1c(-c2ccc(C)cc2)nc2ccc(Br)cn12	-11	-8	1	4	0.1	0	-2	-54
Cc1ccc(Oc2ccc(Cl)cc2N)cc1	·	5	-1	3	0.0	-9	·	-44
COc1cc(C(=O)NCC(c2ccco2)N(C)C)cc(OC)c1OC (configuration not stated)	·	1	-4	5	0.3	·	·	11
COc1ccc(OCC(=O)N/N=C/C(C)=C/c2ccco2)c(Br)c1	19	-17	-6	-2	0.2	·	1	-8
CCNC(=O)NNC(=O)C1CC(c2cccs2)=NO1 (configuration not stated)	-2	-1	-1	-3	0.0	·	1	7
N#C[C@H]1[C@H](c2ccccc2)[C@@H](CO)N1C(=O)c1cc(Cl)cc(Cl)c1	-6	15	2	-3	0.0	6	-1	-17
Cc1ccc(NC(=O)NCCCc2ccccc2)cc1	·	-2	0	-2	·	·	·	-23
COc1ccc(C)cc1NC(=O)c1cnc2n(c1=O)CCS2	0	·	·	·	·	0	-1	-7
CC(Sc1nc2ccccc2c(=O)n1CCc1ccc(S(N)(=O)=O)cc1)C(=O)NC(N)=O (configuration not stated)	12	-3	1	1	0.5	8	-2	1
COc1ccc(-c2nn(-c3ccccc3)cc2/C=C\C(=O)Nc2ccc(C(=O)O)cc2)cc1	·	2	·	-2	0.0	-9	7	6
C=CCn1c(-c2ccccc2OCC)n[nH]c1=S	·	3	-4	-1	0.0	-5	-1	-17
O=S(=O)(NCC(c1ccco1)N1CCc2ccccc2C1)c1ccc(Br)cc1 (configuration not stated)	·	2	-4	-6	0.3	·	14	-15
Cc1ccc(S(=O)(=O)Nc2ccc3c(c2)C(=O)N([C@@H](C)CO)C[C@H](C)[C@H](CN(C)S(=O)(=O)c2cn(C)cn2)O3)cc1	18	-6	-2	-1	0.1	4	-2	-1
CSc1nsc(SCC(=O)Nc2cc(C(=O)O)ccc2C)n1	5	-1	-3	-14	0.0	·	-3	4
C[C@@H]1CCCCO[C@@H](CN(C)S(=O)(=O)c2ccc(Cl)cc2)[C@H](C)CN([C@@H](C)CO)C(=O)c2cc(NS(=O)(=O)c3cn(C)cn3)ccc2O1	·	-16	2	-2	-1.1	-2	-5	5
CCOC(=O)c1[nH]c2ccccc2c1NC(C)=O	-3	-6	-1	1	-0.2	5	-2	-7
O=c1[nH]cnc2ccccc12	6	-4	-4	1	·	1	1	-10
CCOc1ccc(NC(=O)CC2C(=O)N(c3ccc(OC)cc3)C(=S)N2Cc2ccccn2)cc1 (configuration not stated)	3	6	-5	3	-0.1	-23	1	-10
CCC(=O)N(C)C[C@H]1Oc2ncc(-c3ccccc3OC)cc2C(=O)N([C@H](C)CO)C[C@H]1C	18	1	-2	0	0.0	4	-7	-22
CCOC(=O)C1(C)CCCN1C(=O)c1ccc(C(F)(F)F)nc1C (configuration not stated)	1	-3	-1	-5	0.1	5	-1	12
Cc1ccc(NC(=O)CSc2cccc[n+]2[O-])c([N+](=O)[O-])c1	11	1	1	-7	0.6	-3	·	11
C[C@@H]1CN([C@@H](C)CO)C(=O)c2cccc(NC(=O)C3CC3)c2O[C@H]1CN(C)Cc1ccc(C(=O)O)cc1	-25	-6	4	1	0.1	-6	42	-41
COc1ccccc1NS(=O)(=O)c1cc(NC(=O)CCNC(C)=O)ccc1C	0	-3	3	0	-0.1	-7	2	-10
COc1ccc(S(=O)(=O)N(C)C[C@H]2Oc3ccc(NS(C)(=O)=O)cc3C(=O)N([C@H](C)CO)C[C@H]2C)cc1	·	5	2	4	-1.4	-6	3	-3
CCN(CC)CCCOC(=O)c1ccc(OC)cc1O	·	3	-1	2	0.0	6	·	-1
CCc1ccc(N2CC(C)Cn3c2nc2c3c(=O)[nH]c(=O)n2C)cc1 (configuration not stated)	·	-5	-3	2	0.0	·	·	2
CC(=O)Nc1ncc2c(n1)CC(c1ccco1)CC2=O (configuration not stated)	·	1	16*	-2	·	20	0	·
C=CCCCCCCCCc1nc(SCC(=O)O)n[nH]1	-5	-7	-5	-8	-0.1	5	3	2
C/C=C/COC(=O)C1=C(C)NC(=O)NC1c1ccc2c(c1)OCO2 (configuration not stated)	17	3	0	2	0.0	0	1	-10
Cc1noc(C)c1NC(=O)N(C)C[C@@H]1Oc2ccc(NC(=O)NC3CCCCC3)cc2CC(=O)N([C@H](C)CO)C[C@H]1C	27	2	0	0	-0.6	0	-5	9
O=C(NC1CCN(Cc2ccccc2)CC1)C1CCCN(S(=O)(=O)c2cccc3nonc23)C1 (configuration not stated)	8	·	·	·	·	-4	0	0
O=C(/C=C/c1ccc(Cl)cc1Cl)NCc1ccncc1	17	-1	0	-2	·	6	1	-18
COC(=O)CNC(=O)c1ccc(OC2CCN(C(=O)C3CC3)CC2)cc1	-3	4	1	-5	0.5	16	-2	2
C[C@@H]1CCCCO[C@H](CN(C)S(=O)(=O)c2cccs2)[C@H](C)CN([C@H](C)CO)C(=O)c2cc(NC(=O)CCC(F)(F)F)ccc2O1	·	-7	9	4	0.1	-9	0	-3
CCOc1ccc(C(=O)CC(=O)C(=O)NCCc2ccc(OC)c(OC)c2)cc1	·	-12	-4	-2	0.3	·	2	-3
O=C(O)c1cccc(S(=O)(=O)NNc2ccccc2C(F)(F)F)c1	17	-18	-25	-1	·	·	0	-29
C[C@H]1CN([C@@H](C)CO)C(=O)Cc2cc(NC(=O)NC3CCCCC3)ccc2O[C@H]1CN(C)Cc1ccc2c(c1)OCO2	-16	3	6	1	·	1	-5	·
Cc1ccsc1C1Nc2ccc3ncccc3c2C2=C1C(=O)CC(C)(C)C2 (configuration not stated)	32	·	·	·	·	-14	0	16
Cc1ccc2nc(-c3ccc(NC(=O)CSCC(=O)O)cc3)sc2c1	-3	3	-2	0	-0.2	-5	-7	-50
O=C(c1ccccc1)N1C[C@H]2[C@@H](c3ccccc31)[C@H](CO)N2Cc1cc(F)ccc1F	24	1	1	1	0.3	-29	-3	5
CCOc1ccc(/C=C/C(=O)N(CC)CC(=O)Nc2c(F)cccc2F)cc1OC	18	3	·	1	0.1	-9	7	-33
CN(Cc1ccc(OC(F)F)cc1)C(=O)c1ccc2c(=O)n3c(nc2c1)CCC3	-9	-1	-3	-2	-0.1	-2	-2	19
CCCc1cc(=O)[nH]c(SCC(=O)N2CC3(C)CC2CC(C)(C)C3)n1 (configuration not stated)	-4	-5	-1	-7	0.4	1	-1	7
Cc1nc2ccccn2c1C(=O)C(=O)Nc1cc(F)ccc1F	·	-2	0	0	0.1	·	·	-20
COc1ccccc1-c1cnc2c(c1)C(=O)N([C@@H](C)CO)C[C@@H](C)[C@@H](CN(C)Cc1ccc(C(=O)O)cc1)O2	6	69	5	-1	0.0	4	-28	-3
CC(C)N(CCCNC(=O)CC1Oc2ccccc2NC1=O)Cc1ccccc1 (configuration not stated)	4	-1	·	·	0.4	5	3	13
C[C@@H]1CCCCO[C@@H](CN(C)S(C)(=O)=O)[C@H](C)CN([C@H](C)CO)C(=O)c2cc(NC(=O)Nc3ccc(F)cc3)ccc2O1	·	·	·	·	0.0	5	-1	-7
O=C(c1ccc(F)cc1F)N1CCN(S(=O)(=O)c2ccc3c(c2)OCCO3)CC1	6	-2	0	1	0.1	9	-1	16

Part of the list above in order of SMILES length, lowest first.
SMILES	Statin myotox sup	S100A4 MyoIIA	SIRT5 block	ERAP1 HTS inh	Xi reactivation	PGC1a acetyl inh	Cneo AK release	LGR2 antag
Cc1nc2ccccn2c1C(=O)C(=O)Nc1cc(F)ccc1F	·	-2	0	0	0.1	·	·	-20
Cc1ccc2nc(-c3ccc(NC(=O)CSCC(=O)O)cc3)sc2c1	-3	3	-2	0	-0.2	-5	-7	-50
COc1ccccc1-c1cnc2c(c1)C(=O)N([C@@H](C)CO)C[C@@H](C)[C@@H](CN(C)Cc1ccc(C(=O)O)cc1)O2	6	69	5	-1	0.0	4	-28	-3
Cc1ccc(S(=O)(=O)Nc2ccc3c(c2)C(=O)N([C@@H](C)CO)C[C@H](C)[C@H](CN(C)S(=O)(=O)c2cn(C)cn2)O3)cc1	18	-6	-2	-1	0.1	4	-2	-1
C[C@@H]1CCCCO[C@@H](CN(C)S(=O)(=O)c2ccc(Cl)cc2)[C@H](C)CN([C@@H](C)CO)C(=O)c2cc(NS(=O)(=O)c3cn(C)cn3)ccc2O1	·	-16	2	-2	-1.1	-2	-5	5
